ERb SRC1 inh – ER-beta (human) coactivator binding inhibition | Q92731 | hit rate 1.3% among 86,000 | inhibition, % at 25.6 µM | AID 633 | TR-FRET ER-beta LBD / SRC1-Cy5 peptide binding; receptor agonist-loaded with 1 µM estradiol;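 active = compounds whose percent inhibition of the receptor-coactivator binding signal exceeds about 50% in the single-dose screen, limit read from the data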;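 note: 0% = receptor plus peptide wells without compound and 100% = peptide-only wells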
VCAM1 TNFa inh – reduces TNF alpha induced VCAM1 expression in HUVEC; inhibition, % at 2 µM; hit rate 0.48% among 95,000; AID 802; HUVEC TNFa-induced VCAM-1 immunofluorescence, high-content imaging;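 active = inhibition above the batch mean plus 3 SD, with images confirmed as a hit by eye, cut at about 37% in these data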;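 note: 0% = TNF-stimulated DMSO wells and 100% = unstimulated control wells; not every result past the cut was called active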
Smad3 inh – blocks human Smad3 binding to FoxH1 peptide; P84022; TR-FRET Smad3/Dy647-FoxH1 peptide binding, europium anti-His; inhibition, % at 25 µM; hit rate 0.29% among 88,000; AID 630;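 active = compounds that reduce the energy-transfer binding signal between the protein and its labelled peptide by more than half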;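 note: 0% = Smad3 plus labelled peptide maximal FRET and 100% = peptide-only background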
Target sequence (P84022 whole entry, looked up): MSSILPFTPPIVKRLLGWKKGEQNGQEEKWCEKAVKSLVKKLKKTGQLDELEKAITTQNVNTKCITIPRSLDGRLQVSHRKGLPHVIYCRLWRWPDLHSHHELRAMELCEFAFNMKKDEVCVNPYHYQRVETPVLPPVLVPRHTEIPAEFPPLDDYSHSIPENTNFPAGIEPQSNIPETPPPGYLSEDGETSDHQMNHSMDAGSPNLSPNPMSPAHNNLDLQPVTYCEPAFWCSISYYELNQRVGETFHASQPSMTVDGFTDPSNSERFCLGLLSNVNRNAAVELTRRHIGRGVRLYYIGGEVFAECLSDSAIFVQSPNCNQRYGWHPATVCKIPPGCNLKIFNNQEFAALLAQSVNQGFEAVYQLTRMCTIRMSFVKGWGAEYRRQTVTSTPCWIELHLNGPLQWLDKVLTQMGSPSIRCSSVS
sEH activator – activators of human soluble epoxide hydrolase; purified human sEH enzymatic activity, activator screen; activation, % at 2 µM; hit rate 0.04% among 91,000; in the data active = activation above about 37%; note: values of inactives mirror those of a sister screen read the other way
Target sequence (P34913 whole entry, looked up): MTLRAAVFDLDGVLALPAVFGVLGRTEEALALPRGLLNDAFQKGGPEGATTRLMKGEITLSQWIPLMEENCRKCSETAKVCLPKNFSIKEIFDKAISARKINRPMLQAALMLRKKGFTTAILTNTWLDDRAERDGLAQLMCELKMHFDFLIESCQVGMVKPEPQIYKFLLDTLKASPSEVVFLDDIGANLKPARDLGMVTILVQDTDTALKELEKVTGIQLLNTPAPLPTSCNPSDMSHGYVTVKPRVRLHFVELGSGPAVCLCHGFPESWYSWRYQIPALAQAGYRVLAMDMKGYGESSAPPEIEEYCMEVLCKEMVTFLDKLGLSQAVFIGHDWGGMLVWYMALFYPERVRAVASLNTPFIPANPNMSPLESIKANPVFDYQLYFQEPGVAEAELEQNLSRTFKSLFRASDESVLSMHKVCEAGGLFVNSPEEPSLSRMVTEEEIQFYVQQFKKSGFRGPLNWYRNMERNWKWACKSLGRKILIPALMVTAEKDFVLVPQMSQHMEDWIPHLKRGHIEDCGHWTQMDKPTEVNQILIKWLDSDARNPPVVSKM
HUVEC tox TNFa – HUVEC cytotoxicity counter-screen, TNF alpha stimulated; hit rate 0.17% among 93,000; cell count reduction, % at 2 µM; HUVEC TNFalpha-stimulated, Hoechst cell count, imaging;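 active = cell count reduction exceeding the screen mean by over 5 SD, scaled to untreated wells per plate, cut at about 78% in these data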;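 note: cells counted after 24 h of TNF alpha exposure following the 1 h pretreatment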
sEH inhibitor – inhibitors of human soluble epoxide hydrolase; recombinant human sEH enzymatic activity assay; inhibition, % at 2 µM; hit rate 0.34% among 91,000; in the data active = inhibition above about 80%; note: values of inactives mirror those of a sister screen read the other way; many of its hits are not listed in these tables
HUVEC tox IL1B – HUVEC cytotoxicity counter-screen, IL-1B stimulated; hit rate 0.41% among 94,000; HUVEC cell count loss, Hoechst imaging; cell count reduction, % at 2 µM;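 active = cell count reduction more than 3 SD above the screen-wide mean, cut at about 70% in these data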;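 note: normalized per plate to untreated control cells as the no-loss baseline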
Candida biofilm – kills Candida albicans biofilms | hit rate 0.14% among 85,000 | C. albicans biofilm + clotrimazole, Alamar Blue | inhibition, % at 6 µM | AID 834;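 active = inhibition above 20%; inactive = inhibition below 20%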;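 note: preformed 24 hr biofilms exposed to compound for 48 hr; 0% = biofilm without compound and 100% = blank killed by clotrimazole plus chlorhexidine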
F-actin modifier – alters cytoskeleton assembly in HUVEC cells. HUVEC TNFa F-actin phalloidin imaging, high content. inhibition, % at 2 µM. hit rate 0.18% among 91,000;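 active = inhibition above the batch mean plus 3 SD and confirmed as a hit by visual image inspection, cut at about 30% in these data, passing the limit was not always enough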; note: strong numbers were not always called active
Starred values were filed as active, the others as inactive; · = not tested or not shown; [ ] = remark or other dose. Some of the compounds tested, so the mix of outcomes need not match the whole.

Results follow in this order: VCAM1 TNFa inh, Smad3 inh, F-actin modifier, HUVEC tox TNFa, sEH activator, ERb SRC1 inh, HUVEC tox IL1B, Candida biofilm, sEH inhibitor
1	O=C(NC1CCCCC1)c1cc2nc(-c3ccco3)cc(C(F)(F)F)n2n1
    3, -5, 9, -24, -1, -6, -19, -4, -1
2	Cn1c(C(=O)NCc2cccnc2)cc2sccc21
    12, 5[fluorescence artefact?], -11, -8, 2, 2, -15, 9, -2
3	COc1ccc(-c2n[nH]c(C)c2-c2ccc(OC)c(OC)c2)c(O)c1
    ·, 3[fluorescence artefact?], -6, ·, -1, 4, 6, 6, 2
4	O=C(NCc1ccco1)c1ccc(=O)[nH]n1
    -16, 6, 5, -6, ·, 67*[fluorescence artefact?], -36, 4, ·
5	Cc1cc(C)c2c(-n3cccc3)c(C(=O)NNS(=O)(=O)c3ccc(Br)cc3)sc2n1
    18, ·, 12, -45, 0, ·, -36, ·, 3
6	CCS(=O)(=O)CCSc1nc2ccccc2o1
    11, 7, 7, -7, -13, 0, -14, ·, 16
7	Cc1ccc2nc(C3CCN(CC(=O)Nc4ccc5c(c4)OCCO5)CC3)[nH]c2c1
    9, 3, 8, -1, 9, 0[fluorescence artefact?], 70, 0, -9
8	O=C(CN(CC(=O)N1CCOCC1)S(=O)(=O)c1ccc(Br)s1)N1CCOCC1
    32, 15, -24, -6, -5, -1[fluorescence artefact?], -32, 3, 9
9	Cc1ccc(N2/C(=N/c3nc(C)cc(C)n3)NC(=O)CC2C(=O)O)cc1 (stereo unspecified)
    12, -6, 2, -12, -1, 3[fluorescence artefact?], -97, 2, -1
10	O=c1c2[nH]c3ccccc3c2ncn1Cc1ccco1
    -5, -14, 5, 13, -1, -5, -9, 7, 4
11	COc1ccc(-n2c(SCC(=O)Nc3nccs3)nc3sc4c(c3c2=O)CCN(C)C4)cc1
    -7, 4, -7, -9, 4, 25, 3, 5, -4
12	CCOC(=O)c1ccc(NC(=O)c2nn(CC)cc2Br)cc1
    2, 6, 12, -19, -3, -3, -27, -3, 7
13	COC(=O)C1=C(C)NC(=O)C1(Nc1nccs1)C(F)(F)F (stereo unspecified)
    12, 2, -4, -19, -5, -6[fluorescence artefact?], 18, 3, 10
14	CCOC(=O)C(Cc1ccccc1)NC(=O)Cn1nnc(-c2ccccc2)n1 (stereo unspecified)
    -9, 15[fluorescence artefact?], 14, -37, -7, -8, -8, 5, 7
15	C=CCn1c(CSCc2ccc(Cl)cc2)nnc1SCC(=O)NCc1ccccc1
    -4, ·, -13, -4, -10, ·, 1, ·, 12
16	O=C(CN1C(=O)c2cccc3cccc1c23)NCc1ccc2c(c1)OCO2
    8, 2, -8, 7, -5, 8, 11, 5, 6
17	COC(=O)c1[nH]c2ccc(C)cc2c1NC(=O)CN1CCC(C)CC1
    10, 8, -7, -17, 8, 0, -32, 9, -4
18	CCOc1ccc(-c2nnc(SCC(=O)N3CCOCC3)o2)cc1
    12, 3, 2, -8, -3, 0, -13, 7, 6
19	Cc1ccc(NS(=O)(=O)c2c(C)[nH]c(=O)[nH]c2=O)cc1C
    1, 3, ·, -8, -15, 3, 7, 5, 13
20	CCN(CC)C(=O)c1ccc(NS(=O)(=O)c2ccccc2)cc1
    -5, 4, 11, 3, -3, -12, 23, -5, 2
21	COc1ccc(C(C(=O)NC2CCCCC2)N(C(=O)c2sc(C)nc2C)c2ccc(C(C)=O)cc2)cc1 (stereo unspecified)
    2, ·, -1, 9, 2, ·, -18, ·, 0
22	COc1ccc(N=CC2=C(O)CC(C)(C)CC2=O)cc1
    14, 3, 8, -10, 0, 1, -25, 6, -2
23	NC(=O)c1sc2cc(C(F)(F)F)cnc2c1-c1cccs1
    4, 5, -4, -12, 8, 3[fluorescence artefact?], ·, 6, -8
24	O=C(NCCCNCc1ccccc1)c1ccc(/C=N/O)nc1
    10, 7, 0, -4, ·, -2, -7, 7, ·
25	COc1ccc(CCNC(=O)CN2C(=O)c3ccccc3C2=O)cc1
    7, 6, -11, 3, 9, 0, -8, 0, -13
26	CN(C(=O)C1CCOC1)c1nnc(-c2ccccn2)s1 (stereo unspecified)
    2, 16[fluorescence artefact?], 10, -39, 22, -12, 3, 2, -21
27	COc1ccc(O)c(C(=O)c2cc(C#N)c(=O)n(CCN3CCOCC3)c2)c1
    -19, ·, 19, -66, -2, ·, 7, ·, 1
28	CC(=O)C1=C(NC(=O)c2ccc(F)cc2)CC2C1C2(C)C (stereo unspecified)
    11, -13, -6, -13, 2, -11, -2, 12, -3
29	COC(=O)C(C)Sc1nc2c(cnn2-c2ccccc2)c(=O)[nH]1 (stereo unspecified)
    3, 5, 6, -6, 0, -1[fluorescence artefact?], -30, 10, -1
30	COC(=O)NC(=S)Nc1ccc(Oc2ccc(Cl)cc2Cl)c(Cl)c1
    -16, 3, 5, -16, -8, -3, -15, 4, 6
31	Cc1cccc(C(C)(C)C)c1OCCn1ccnc1
    -5, 8, -11, 59, 21, -3, 10, -1, -23
32	Oc1c(-c2cc(-c3ccco3)[nH]n2)ccc2ccccc12
    13, 7, -3, -8, 1, 5, -31, 1, 3
33	Cc1cc(C)c(C(N)=O)c(NCCc2ccccc2)n1
    -8, 2, -8, 4, -4, -4, 18, -3, 6
34	CCN1CCN(Cc2cc(=O)oc3cc4c(cc23)CCC4)CC1
    9, 5, 4, -8, -17, -5[fluorescence artefact?], 4, 7, 17
35	COc1ccc(NC(=O)c2oc3cc(C)c(C)cc3c2C)c(OC)c1
    ·, 29[fluorescence artefact?], ·, ·, 12, 6[fluorescence artefact?], -34, 1, -16
36	CCc1cc(C=NC2CCCCC2)c(O)s1
    3, 3, -12, 9, 2, 4[fluorescence artefact?], 5, 8, 1
37	O=[N+]([O-])c1ccc(C(=Nc2cccc3ccccc23)N2CCOCC2)cc1
    8, ·, 6, -28, -9, ·, -16, ·, 9
38	Cc1ccc(N(CC(=O)NCCSCc2ccco2)S(=O)(=O)c2ccc(C)cc2)cc1
    -35, ·, 17, -19, 21, ·, 1, ·, -21
39	Cc1ccccc1SCC(=O)NC1CCOC1=O (stereo unspecified)
    -2, -3, -4, -26, -2, -14, 4, 10, 5
40	COc1ccccc1OCc1ccc(C(=O)N2CCN3CCCC3C2)cc1 (stereo unspecified)
    16, 5, -3, -6, 3, -1, 8, 3, -3
41	COC(=O)c1ccccc1NC(=O)c1ccc(-c2ccc(Br)cc2)o1
    1, 20, -9, 11, -6, -1, -35, 8, 8
42	Nc1nc(Br)c2c(F)cccc2c1-c1ccc(F)cc1
    15, ·, 23, -34, -6, ·, 15, ·, 7
43	CN(C)S(=O)(=O)c1ccc(Cl)c(C(=O)NCc2ccco2)c1
    7, 6, -2, -7, -3, 10[fluorescence artefact?], -2, 5, 1
44	CCCCN1CC(C(=O)NCc2ccc(C)cc2)CC1=O (stereo unspecified)
    6, 8, -4, 2, -9, -3[fluorescence artefact?], 20, 4, 6
45	C=CCOc1c2ccc(C(=O)N(CC)c3ccc(OC)cc3)cc2nn1C
    0, ·, 13, -25, -13, ·, 2, ·, 11
46	NCCCCCc1nnc(SCc2ccc(Cl)cc2Cl)o1
    6, 3, 2, -11, 2, -6, 10, 11, -3
47	CCOC(=O)N1CCN(C(=O)CCCn2c(=S)[nH]c3ccccc3c2=O)CC1
    19, 2, -1, 16, 14, -6, -5, 3, -14
48	Cc1ccccc1-c1c(C)oc2cc(O)ccc2c1=O
    8, -3, 50, -7, -4, -10[fluorescence artefact?], -4, 4, 2
49	Cc1cc(C)n(C(=O)C2CCCN2S(=O)(=O)c2ccc(Cl)cc2)n1 (stereo unspecified)
    1, -17, -64, -7, -6, 8, -16, 4, 7
50	COC(=O)c1cc(NC(=O)CC2C(=O)NCCN2C(=O)c2ccc(F)cc2)cc(C(=O)OC)c1 (stereo unspecified)
    -1, -3, -10, -3, -4, 7, -4, 4, 3
51	CC(O)CN(Cc1ccc(Cl)cc1)CC(C)O (stereo unspecified)
    -3, 0, -18, 2, 9, -5, 2, 2, -9
52	COc1ccc(/C=N/Nc2nonc2N)cc1OC
    11, 0, -10, ·, -7, 1, -29, 5, 9
53	O=C(NCC(=O)N(Cc1ccccc1)C(C(=O)NCC1CCCO1)c1ccccc1)c1cccs1 (stereo unspecified)
    -12, ·, 38, -1, -3, ·, 12, ·, 5
54	N#CC1=C(N)OC2=C(C(=O)CCC2)C12CCC1(CC2)OCCO1
    20, -13, 3, -30, 12, 0[fluorescence artefact?], 15, 1, -13
55	COCCNc1ncnc2c1cnn2Cc1ccc(Cl)cc1
    8, 0, -12, 8, 0, 1, -6, -4, 1
56	COc1ccc2cc(C(c3nnnn3CCc3ccccc3)N3CCC(O)CC3)c(=O)[nH]c2c1 (stereo unspecified)
    -5, 10, 1, 12, 1, -17, 8, 3, 2
57	CCCn1nc(C(=O)NCc2ccccn2)c2ccccc2c1=O
    1, 6, 0, -13, 6, -5, 19, 8, -6
58	Cc1ccc(NC(=O)CSC(N)=O)cc1Cl
    10, 5, 26, 27, -11, 27, -17, 0, 11
59	CC(C)NC(=O)CN(c1cccc(Br)c1)S(C)(=O)=O
    12, -2, 10, -39, 4, -11, -5, 2, -4
60	Fc1ccccc1Nc1nc2ccccc2n2nnnc12
    2, ·, 8, -36, ·, ·, -8, ·, ·

The listing continues:
Results follow in this order: VCAM1 TNFa inh, Smad3 inh, F-actin modifier, HUVEC tox TNFa, sEH activator, ERb SRC1 inh, HUVEC tox IL1B, Candida biofilm, sEH inhibitor
61	CCSc1nc(-c2ccc(OC)cc2)cc(-c2ccc(OC)cc2)c1C#N
    16, 6, 3, -29, 2, 17[fluorescence artefact?], -14, 3, -6
62	CCOC(=O)c1c(C)nc2c(c1C)/C(=N/O)CC(C)(C)C2
    -10, -4, 0, -17, ·, -8, -38, 5, ·
63	Cc1cccc(CSc2nc3c(cc2C#N)CCC3)c1
    -19, 58*[fluorescence artefact?], -3, -14, 3, 68*[fluorescence artefact?], -61, 5, 0
64	Cc1ccc(NCc2cccnc2)cc1
    5, -7, 2, -37, 7, 8, -8, 5, -13
65	c1ccc(OCc2nn3c(C4CCCCC4)nnc3s2)cc1
    12, 1, -2, -31, -2, -11, -100, 10, 2
66	O=C(Oc1ccc(Cl)cc1)c1ccc(COC(=O)c2cnccn2)cc1
    15, 5, -10, 0, 1, -3, 10, 6, 1
67	CCOC(=O)C1CCN(Cc2coc3c(Cl)cc(Cl)cc3c2=O)CC1
    -4, 12, 18, 4, -1, -4, 3, 5, 1
68	COc1ccc(Cn2nnnc2C(c2cc3ccc(OC)cc3[nH]c2=O)N2CCCCCC2)cc1 (stereo unspecified)
    9, 2, 1, 12, 0, 11[fluorescence artefact?], 7, 1, 0

Screens: PubChem BioAssay, several laboratories
